Compound activity as filed in PubChem BioAssay.
CHRM4 antagonist: antagonists of human muscarinic M4 receptor (CHRM4) | CHO-hM4 cells, ACh EC80, Fluo-8 calcium fluorescence | inhibition, % at 3 µM | actives 0.73% (n = 360,000) | AID 624125;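 active = inhibition above its plate's cutoff, the mean inhibition of sample wells plus 3 SD, cut at about 27% in these data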;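 note: 0% = acetylcholine EC80 with DMSO and 100% = DMSO without agonist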
Target sequence (P08173 whole entry, looked up): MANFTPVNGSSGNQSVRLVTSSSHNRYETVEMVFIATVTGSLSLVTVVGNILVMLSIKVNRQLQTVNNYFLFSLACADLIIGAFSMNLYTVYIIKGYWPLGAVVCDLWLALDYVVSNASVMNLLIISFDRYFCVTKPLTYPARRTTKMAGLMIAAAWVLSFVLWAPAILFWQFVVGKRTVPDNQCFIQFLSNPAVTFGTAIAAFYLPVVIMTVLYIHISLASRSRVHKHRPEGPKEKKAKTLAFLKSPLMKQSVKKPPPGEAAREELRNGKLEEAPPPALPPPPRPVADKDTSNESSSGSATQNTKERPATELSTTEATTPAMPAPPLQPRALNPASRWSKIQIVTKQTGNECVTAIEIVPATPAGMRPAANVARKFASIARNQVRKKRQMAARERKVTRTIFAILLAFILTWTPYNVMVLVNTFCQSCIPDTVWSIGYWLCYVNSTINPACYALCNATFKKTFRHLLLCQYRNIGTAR
M4 ag: agonists of human muscarinic M4 receptor (CHRM4). AID 624127. P08173. actives 0.14% (n = 360,000). CHO-K1 hM4/Gqi5, Fluo-8 calcium fluorescence; vehicle 0%, full acetylcholine response 100%. activation, % at 3 µM;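 active = activation above the run mean over all test wells plus 3 SD, cut at about 32% in these data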;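 note: peak over basal fluorescence ratio per well then scaled between controls; 0% = DMSO wells and 100% = acetylcholine at EC100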
M5 PAM: positive allosteric modulators of human muscarinic M5 receptor. P08912. CHO-K1 hM5, Fluo-8 calcium, ACh EC20 PAM; 0% = ACh EC20, 100% = ACh EC100. activation, % at 3 µM. actives 0.3% (n = 360,000);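 active = activation above the run cutoff, the mean activation of all test compounds plus 3 SD, cut at about 18% in these data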
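Assay system: CHO-K1 hM5 cells / Incubation: Fluo-8 loading 80 min at 37 °C plus 30 min room temperature / Technique: Fluo-8 calcium dye fluorescence, kinetic read / Repeats: single replicate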
CHRM5 agonist: agonists of human muscarinic M5 receptor (CHRM5); P08912; CHO-K1 hM5 cells, Fluo-8 calcium fluorescence; 0% DMSO wells, 100% maximal acetylcholine response; activation, % at 3 µM; actives 0.19% (n = 360,000); AID 624037;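 active = activation above the run's mean over test compounds plus 3 SD, cut at about 23% in these data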;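 note: signal is peak over basal fluorescence ratio across the kinetic read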
CRFR2-BP ag: agonists of human CRF-binding protein/CRF-R2 receptor complex; HEK293 CRF-R2/CRF-BP, calcium dye fluorescence (FLIPR); percent of saturating CRF peptide response; activation, % at 13.2 µM; actives 0.46% (n = 350,000);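 active = activation of at least 50%, plus an integration ratio under a set limit after plate pattern correction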;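 note: plate controls were neutral control wells without compound for no effect and CRF at EC100 for full effect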
CHRM5 antagonist: blocks acetylcholine activation of human M5 receptor | CHO-hM5 cells, Fluo-8 calcium fluorescence, ACh EC80 | actives 0.59% (n = 360,000) | P08912 | AID 624040 | inhibition, % at 3 µM;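 active = inhibition above a per-plate cutoff, the mean of that plate's test compounds plus 3 SD, cut at about 27% in these data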;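 note: 0% = acetylcholine EC80 with DMSO and 100% = DMSO without agonist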
CRFR2-BP antag: CRF-BP/CRF-R2 complex antagonism; HEK293 CRF-R2/CRF-BP, CRF-induced calcium fluorescence; inhibition, % at 11.8 µM; actives 0.59% (n = 350,000); AID 588475;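 active = inhibition of the ligand-induced calcium signal above about 50% at the single tested concentration, limit read from the data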
CHRM4 PAM: positive allosteric modulators of human muscarinic M4 receptor. P08173. CHO-K1 hM4/Gqi5, Fluo-8 calcium fluorescence, ACh EC20; 0% = ACh EC20, 100% = maximal ACh. activation, % at 3 µM. actives 0.4% (n = 360,000). AID 624126;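 active = activation above its plate's cutoff, the mean activation of sample wells plus 3 SD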; note: some results filed as inactive read as strong as hits
M1 PAM: human CHRM1 positive allosteric modulation | CHO-K1 hM1, Fluo-8 calcium fluorescence, ACh EC20; 0% = ACh EC20, 100% = maximal ACh | activation, % at 3 µM | actives 0.088% (n = 360,000) | AID 588819; in the data active = activation above about 19%, passing the limit was not always enough
Target sequence (P11229 whole entry, looked up): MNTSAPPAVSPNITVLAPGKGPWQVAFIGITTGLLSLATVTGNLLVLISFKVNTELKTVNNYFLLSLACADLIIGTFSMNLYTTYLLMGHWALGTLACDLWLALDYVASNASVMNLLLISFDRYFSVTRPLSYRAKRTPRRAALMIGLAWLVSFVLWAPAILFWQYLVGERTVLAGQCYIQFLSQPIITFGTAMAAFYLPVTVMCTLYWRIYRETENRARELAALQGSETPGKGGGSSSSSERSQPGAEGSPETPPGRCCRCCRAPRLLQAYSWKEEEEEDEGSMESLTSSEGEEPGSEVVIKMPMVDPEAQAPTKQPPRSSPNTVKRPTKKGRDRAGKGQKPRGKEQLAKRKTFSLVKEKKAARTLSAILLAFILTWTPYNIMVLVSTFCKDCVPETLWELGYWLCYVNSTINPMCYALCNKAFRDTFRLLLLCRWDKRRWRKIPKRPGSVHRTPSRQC
Active calls of the source: *; nt = not tested or not shown.

structure	CHRM4 antagonist	M4 ag	M5 PAM	CHRM5 agonist	CRFR2-BP ag	CHRM5 antagonist	CRFR2-BP antag	CHRM4 PAM	M1 PAM
O=C(NCc1cccnc1)c1ccc(S(=O)(=O)N2CCOCC2)cc1	0.1	-0.3	-0.8	1.2	0.2	5.9	-4.5	-0.6	3.9
Cc1cc(=O)[nH]c2cc(O)ccc12	-5.3	0.9	7.3	3.9	-0.3	-12.7	5.9	7.4	11.5
COc1ccc(NC(=O)CN(C)C(=O)CNC(=O)C2CCCCC2)cc1	5.3	1.4	2.2	-2.6	-0.3	2.5	11.9	5.2	13.1
O=C(C1=C[C@H](c2csc3ccccc23)C[C@H](OCCCCO)O1)N1CCN(Cc2ccc3c(c2)OCO3)CC1	4.5	19.8	-5.2	-0.9	-1.0	5.4	3.9	-3.3	5.8
NC(=O)CSc1ncnc2c1cnn2Cc1ccccc1	6.6	1.3	4.0	2.0	-0.7	-4.2	-3.3	3.8	3.5
Cc1cc(S(=O)(=O)NCc2ccccc2)ccc1OCC(=O)NCC1CCCO1 (stereo not given)	-5.2	2.2	-2.8	-2.8	241.3*	-2.8	-359.6	0.9	-7.6
Cc1cccc(C(=O)NC2CC(C)(C)NC(C)(C)C2)c1	1.3	0.0	3.2	1.5	0.0	-0.1	3.5	13.0	14.8
Nn1c(=O)[nH]c2c([nH]c3ccccc32)c1=O	2.4	0.1	8.9	0.9	0.5	-0.9	18.2	-8.8	-0.9
CCN(CC)c1ccc(C(=O)OCC(=O)c2ccco2)cc1	-5.2	0.4	0.1	-5.6	-0.1	2.8	-8.4	-1.7	6.0
O=C(COC(=O)/C=C/c1ccccc1)NC1CC1	-9.2	0.5	6.3	1.5	-0.5	-6.1	-2.2	5.9	6.8
COc1ccc(/C=N/NC(=O)c2cccc(NC(=O)c3ccc(Cl)cc3)c2)c(OC)c1	-4.2	9.9	-9.7	0.5	-0.6	1.8	-1.5	-10.8	-18.6
N#CCSc1nc2ccc(N3CCCCC3)cc2c(=O)n1Cc1ccccc1	-2.8	-0.9	-4.5	-3.6	0.4	6.6	0.1	-6.8	-22.6
COc1ccc(C(=O)NC(=S)N2CCCCC2)cc1	0.3	0.5	-3.8	0.3	0.2	6.0	-3.3	2.3	22.9
CC(=O)N1CCN(S(=O)(=O)c2cccc(C(=O)NC3CCC(C)CC3)c2)CC1 (stereo not given)	-3.4	2.1	16.1	-0.4	-0.8	-1.4	-10.5	5.8	-0.9
COc1ccc(NC(=O)C(=O)N2N=C(C(C)C)CC2(O)C(F)(F)F)cc1 (stereo not given)	-17.3	1.8	4.7	1.4	2.9	-10.3	-8.4	-1.2	-4.0
CCCc1nc2ccccc2c(C(=O)OCC(=O)Nc2cccc(S(=O)(=O)N3CCOCC3)c2)c1CC	12.6	8.0	-13.7	2.9	10.2	15.7	-10.7	-6.1	-0.7
COCCn1c(SCC(=O)Nc2ccc(Cl)c(S(=O)(=O)N(C)C)c2)nc2ccccc21	4.5	7.2	-22.9	-5.4	-0.2	0.0	17.4	-11.5	-6.3
CNc1nnc(Sc2ncccc2[N+](=O)[O-])s1	-9.5	1.1	4.6	7.7	-0.3	0.0	7.4	-2.6	-0.2
Cc1ccc(S(=O)(=O)N2C[C@@H]3[C@H]4CC[C@H](C4)[C@@H]3[C@@H](C)[C@H]2C#N)cc1	-0.2	-1.1	-2.0	-0.8	-2.2	1.1	-3.0	-6.4	-4.2
CC(C)c1ccc(NC(=O)C2C3C=CC4(CN(Cc5cccnc5)C(=O)C24)O3)cc1 (stereo not given)	3.9	0.2	-1.9	-1.4	-1.4	9.2	8.7	-1.2	5.7
CNc1cc(-c2ccc(OC)c(OC)c2)ncn1	-0.9	0.4	-2.0	-0.7	nt	10.1	nt	5.2	16.6
Nc1nnc(SCc2coc(-c3ccc(Cl)cc3)n2)s1	-15.2	3.4	-0.7	0.5	1.9	3.6	-10.7	-0.4	-4.5
Cc1c(NC(=O)c2ccccc2)c(=O)n(-c2ccccc2)n1C	-0.6	1.3	3.0	1.3	2.3	-8.5	6.3	14.9	8.6
COc1ccc(CCNC(=O)COC(=O)/C=C/c2cccc(F)c2)cc1	-4.2	4.7	-3.5	1.9	-0.3	7.6	-13.9	6.0	6.7
O=S(=O)(c1ccc(-c2nnc(SCc3ccccc3)o2)cc1)N1CCCC1	9.2	-0.4	4.9	-4.0	1.1	-2.1	-23.7	-4.5	1.6
CS(=O)(=O)c1ccc(Oc2ccc(-c3nnco3)cc2)c([N+](=O)[O-])c1	-9.5	1.1	2.9	-1.2	-0.2	1.0	-3.1	-0.2	5.2
CC(C)c1onc(C(=O)N2CCN(C(c3ccccc3)c3ccccc3)CC2)c1[N+](=O)[O-]	-2.6	1.2	-1.5	2.3	-1.0	2.7	17.6	-3.6	7.9
Cc1c(CC(=O)N2CCC(C(N)=O)CC2)c(=O)oc2cc3c(cc12)CCC1(CCCCC1)O3	3.5	6.4	-11.4	-2.8	0.2	7.9	-7.6	-11.6	-9.1
O=C(Nc1c(-c2ccccc2)nc2c(Br)cc(Br)cn12)c1ccco1	-0.9	1.1	-5.5	-0.4	-1.9	3.2	-0.8	-7.5	-2.6
CC(C)(C)N(NC(=O)Nc1ccc(F)cc1)C(=O)c1ccccc1	-5.8	2.0	-1.7	-0.5	-2.6	-1.1	9.7	10.8	4.1

Quoted at random: three records from the list, in no set order.
structure	CHRM4 antagonist	M4 ag	M5 PAM	CHRM5 agonist	CRFR2-BP ag	CHRM5 antagonist	CRFR2-BP antag	CHRM4 PAM	M1 PAM
O=S(=O)(c1ccc(-c2nnc(SCc3ccccc3)o2)cc1)N1CCCC1	9.2	-0.4	4.9	-4.0	1.1	-2.1	-23.7	-4.5	1.6
CS(=O)(=O)c1ccc(Oc2ccc(-c3nnco3)cc2)c([N+](=O)[O-])c1	-9.5	1.1	2.9	-1.2	-0.2	1.0	-3.1	-0.2	5.2
CC(C)(C)N(NC(=O)Nc1ccc(F)cc1)C(=O)c1ccccc1	-5.8	2.0	-1.7	-0.5	-2.6	-1.1	9.7	10.8	4.1

More records:
structure	CHRM4 antagonist	M4 ag	M5 PAM	CHRM5 agonist	CRFR2-BP ag	CHRM5 antagonist	CRFR2-BP antag	CHRM4 PAM	M1 PAM
Cc1cc(C(=O)N2CCCC(N3CCN(c4cccc(Cl)c4)CC3)C2)no1 (stereo not given)	1.8	-0.3	-3.7	-4.4	0.8	22.1	-17.0	-1.6	-2.3
CCOC(=O)c1cc(-c2ccco2)nn1-c1ccc(C)cc1	2.1	9.6	-11.8	0.0	1.2	12.0	-10.5	-1.2	-9.0
Cc1ccc2nsnc2c1S(=O)(=O)N1CCN(C(=O)C2CCCO2)CC1 (stereo not given)	8.6	0.9	6.2	-6.0	-1.2	-3.2	0.2	-1.8	3.3
CN1CCC(N(C)S(=O)(=O)c2ccc(NC(=O)c3cccc(C#N)c3)cc2)CC1	0.0	1.6	0.5	-0.1	1.1	-0.5	-11.1	1.0	11.6
Cc1ccc(S(=O)(=O)N2CCN(C(=O)COC(=O)/C=C/c3ccccc3[N+](=O)[O-])CC2)c(C)c1	-24.5	9.2	-13.2	-2.5	-1.9	4.5	8.5	3.3	3.2
O=S(=O)(Nc1ccccc1)c1ccc(S(=O)(=O)N2CCCC2)cc1	11.9	6.7	-24.3	1.6	0.4	19.9	-6.9	-3.3	-5.4
COc1ccc(Cc2nnn(CC(=O)O)n2)cc1	4.0	0.3	-0.6	-4.0	-0.9	-3.1	-4.0	0.4	10.0
CCOC(=O)c1csc(NC(=O)c2cccs2)n1	-2.0	2.2	-2.4	-2.1	0.0	2.6	-2.8	3.3	6.4
COc1ccc(N(CC(=O)NN=C2CCCC2)S(=O)(=O)c2ccccc2)cc1Cl	1.9	0.2	-2.3	0.7	80.5*	1.8	-99.9	-4.8	5.0
Cc1ccc(C)c(Cn2c3ccccc3c3cnn(CC(=O)NCCN4CCOCC4)c(=O)c32)c1	-7.1	3.3	1.9	1.0	-1.0	-15.3	-15.4	2.5	2.2
CCCCN1C(=O)C(CC(=O)NC(c2ccccc2)c2ccccc2)CC(C(=O)N(C(C)C)C(C)C)=C1C (stereo not given)	-10.9	-2.5	-0.8	-2.8	-0.1	10.6	25.8	6.3	1.6
CC1CCCCC12NC(=O)N(Cn1nnc3ccccc3c1=O)C2=O (stereo not given)	1.5	1.7	0.3	0.9	-2.0	0.3	47.5	-1.0	10.6
COc1ccc(-c2nnn(CC(=O)c3ccc4c(c3)OCCO4)n2)cc1OC	-1.7	5.1	-3.0	8.0	3.1	-0.1	13.8	1.4	2.2
CCN1CCC(O)(/C=C/c2ccc(C(C)C)cc2)C(C(=O)/C=C/c2ccc(C(C)C)cc2)C1 (stereo not given)	11.4	5.5	13.3	-1.1	3.1	8.4	-42.1	-5.9	6.9
C=C1N(C)c2cc([N+](=O)[O-])c(N)cc2C1(C)C	-5.8	3.1	1.9	-2.7	-0.8	6.4	-5.6	0.3	4.0
COc1ccc(Nc2ccc(C(F)(F)F)cc2[N+](=O)[O-])cn1	-1.0	-0.8	-1.3	-5.4	0.8	-6.2	4.7	-0.2	3.4
CCC(OC(=O)c1nsc(Cl)c1Cl)C(=O)NCc1cccs1 (stereo not given)	-3.1	0.1	-0.6	-3.5	0.5	-0.6	7.9	1.4	6.2
Cc1cc(C)cc(C(=O)NC(CC(N)=O)c2ccc(NC3CCCCCCCCCCC3)c([N+](=O)[O-])c2)c1 (stereo not given)	5.0	1.3	-3.2	2.2	0.8	5.0	-8.5	2.6	9.1
Cc1cc(NC(=O)Nc2ccc(Cl)cc2)n(C)n1	5.3	4.8	1.2	0.8	-1.9	-1.2	-4.5	0.6	-0.7
CC(C)(C)C(=O)NC(=S)Nc1ccccn1	-3.5	1.1	8.0	0.9	-2.9	-6.4	44.1	4.2	15.7
O=C(Nc1nccs1)C1CC(=O)N(c2ccc(Cl)cc2)C1 (stereo not given)	3.7	23.3	-21.2	1.5	-0.8	20.4	16.0	-16.1	-10.9
Cc1ccc(-c2nnc(N3CCN(C(=O)COc4cccc(C)c4)CC3)c3ccccc23)cc1	5.6	1.0	3.9	-9.6	-0.3	-1.0	5.5	-21.1	-24.1
CSc1ccccc1OCc1cc(C(=O)NCCN2CCCC(O)C2)no1 (stereo not given)	4.9	1.6	5.4	-0.8	-0.8	-3.2	-17.3	4.1	5.0
CCOC(=O)N1CCN(C(=O)c2ccc3c(c2)sc2nc(-c4ccccc4)cn23)CC1	-0.4	6.3	-5.9	-3.7	-0.7	0.9	8.5	-0.5	-11.4
CCCCc1ccc(NC(=S)NCCO)cc1	6.0	0.5	-0.7	-2.0	-0.6	1.0	11.0	6.8	7.4
COc1cccc(N2CCN(C(=O)c3ccc(CS(=O)c4ccccc4Cl)o3)CC2)c1 (stereo not given)	-3.8	17.9	-4.4	1.0	-1.1	-3.0	-2.7	-2.8	-8.1
COC(=O)c1cc2c(n(-c3ccccc3)c1=O)CCCC2=O	0.8	0.4	-2.5	0.8	-1.9	2.3	-1.9	0.4	-2.1
CCc1nc2c(OCc3cccc(Cl)c3)cccn2c1N(C)C(=O)C1CC1	-11.7	-1.3	-0.5	-2.7	nt	1.8	nt	3.4	-6.0
COc1ccc(/C=C/C(=O)OCC(=O)NCc2ccco2)cc1OC	-0.4	1.4	-2.5	0.5	0.0	1.2	7.7	-3.4	2.5
